Source: PubChem BioAssay
Rv3671c inh – inhibits the M. tuberculosis serine protease Rv3671c | AID 2606 | inhibition, % at 5.96 µM | 320,000 compounds, 0.048% hits | P9WHR9; in the data active = inhibition above about 38%;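 also: extracellular domain of Rv3671c used as enzyme; 0% = enzyme with DMSO and 100% = no enzyme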
Target sequence (P9WHR9 whole entry, looked up, the tested form may be a part): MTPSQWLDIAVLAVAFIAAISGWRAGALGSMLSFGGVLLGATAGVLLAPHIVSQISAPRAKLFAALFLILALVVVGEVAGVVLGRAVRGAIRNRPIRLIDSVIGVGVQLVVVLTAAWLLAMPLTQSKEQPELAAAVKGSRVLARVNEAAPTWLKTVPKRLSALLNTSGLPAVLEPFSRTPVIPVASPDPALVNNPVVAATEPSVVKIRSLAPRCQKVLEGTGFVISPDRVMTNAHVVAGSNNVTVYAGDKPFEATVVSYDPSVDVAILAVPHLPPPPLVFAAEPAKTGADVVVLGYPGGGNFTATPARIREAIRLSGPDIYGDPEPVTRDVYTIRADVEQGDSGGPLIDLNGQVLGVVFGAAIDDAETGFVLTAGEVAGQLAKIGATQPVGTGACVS
VHR inh abs – blocks human VHR1 dual specificity phosphatase. P51452. recombinant VHR phosphatase, pNPP absorbance. inhibition, % at 13.3 µM. 290,000 compounds, 0.52% hits. AID 1654; in the data active = inhibition above about 50%; also: some compounds called inactive have numbers as strong as hits
Target sequence (P51452 whole entry, looked up): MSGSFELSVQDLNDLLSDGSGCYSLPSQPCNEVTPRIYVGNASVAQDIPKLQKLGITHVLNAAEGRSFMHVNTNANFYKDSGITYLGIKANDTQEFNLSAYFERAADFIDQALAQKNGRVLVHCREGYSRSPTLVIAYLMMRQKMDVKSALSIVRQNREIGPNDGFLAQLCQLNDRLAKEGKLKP
CCHF vOTU inh – blocks the CCHF virus ovarian tumor domain protease; AID 651958; CCHFV vOTU protease, Pep-AMC fluorescence; 370,000 compounds, 0.55% hits; inhibition, % at 11.5 µM; also: 0% = vehicle wells with enzyme and 100% = no enzyme wells
Mtb UGM inh – inhibitors of M. tuberculosis UDP-galactopyranose mutase | AID 504406 | P9WIQ1 | purified UGM, fluorescence polarization probe displacement | 320,000 compounds, 0.06% hits | inhibition, % at 10 µM; in the data active = inhibition above about 10%, passing the limit was not always enough; inconclusive = no clear call, values can overlap the other calls
BoNT-F LC inh – blocks Botulinum neurotoxin F light chain protease; Multiplex microsphere protease cleavage assay, flow cytometry; inhibition, % at 10 µM; 360,000 compounds, 0.22% hits; AID 588497; in the data active = inhibition above about 35%, passing the limit was not always enough; inconclusive = no clear call, values can overlap the other calls; also: plate controls were buffer without enzyme for full effect and enzyme alone for no effect
BioA inh – blocks M. tuberculosis BioA enzyme activity; purified M. tuberculosis BioA enzyme, plate reader; inhibition, % at 9.99 µM; 360,000 compounds, 0.096% hits; AID 602481; in the data active = inhibition above about 40%; inconclusive = no clear call, values can overlap the other calls
GDH-TPI counter – counter-screen for M. tuberculosis FBA inhibitors: GDH-TPI coupled enzymes. GDH-TPI coupled enzyme counterscreen, NADH absorbance. 360,000 compounds, 1.2% hits. inhibition, % at 4.8 µM. AID 588335;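 also: 0% = DMSO wells and 100% = wells lacking the enzyme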
FadD28 binding – blocks FadD28 binding to the bisubstrate probe. fluorescence polarization. inhibition, % at 12.5 µM. 360,000 compounds, 0.22% hits; in the data active = inhibition above about 8.5%, passing the limit was not always enough; inconclusive = no clear call, values can overlap the other calls
MazF activator – activators of E. coli MazEF toxin-antitoxin RNase; FAM/BHQ RNA-DNA oligo cleavage fluorescence, 5 h; AID 504720; P0AE70; 350,000 compounds, 0.32% hits; activation, % at 20 µM; in the data active = activation above about 50%
Target sequence (P0AE70 whole entry, looked up): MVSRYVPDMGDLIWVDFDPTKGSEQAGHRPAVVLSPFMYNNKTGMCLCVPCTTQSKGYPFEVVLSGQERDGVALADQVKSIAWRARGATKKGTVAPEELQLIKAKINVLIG
Mtb FBA inh – Mtb fructose-bisphosphate aldolase inhibition. P9WQA3. 360,000 compounds, 2.3% hits. inhibition, % at 1 µM. purified M. tuberculosis FBA, fluorescence read-out; in the data active = inhibition above about 27%;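 also: 0% = vehicle and 100% = reference inhibitor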
Target sequence (P9WQA3 whole entry, looked up): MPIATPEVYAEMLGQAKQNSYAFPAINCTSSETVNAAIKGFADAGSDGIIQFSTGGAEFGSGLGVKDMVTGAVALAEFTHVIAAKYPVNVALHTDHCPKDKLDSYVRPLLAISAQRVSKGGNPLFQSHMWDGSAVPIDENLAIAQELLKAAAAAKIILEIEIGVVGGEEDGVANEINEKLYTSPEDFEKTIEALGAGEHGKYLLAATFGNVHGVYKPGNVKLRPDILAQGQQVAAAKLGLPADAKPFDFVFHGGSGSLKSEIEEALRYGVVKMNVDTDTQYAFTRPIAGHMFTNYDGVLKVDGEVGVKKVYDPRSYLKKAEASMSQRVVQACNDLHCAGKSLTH
The depositor's hits bear a star; ? = inconclusive; · = not tested or not shown. Rule as the data show it, unless noted: active = inhibition above about 30%; inactive = the rest.

[1] O=C(CN1C(=O)c2ccccc2S1(=O)=O)N1CCc2ccccc2C1
[2] Cc1cc(C)c(-c2cc(C(F)(F)F)no2)c(=O)[nH]1
[3] CC(=O)Nc1ccc(NC(=O)CSc2nnnn2C2CCCCC2)cc1
[4] O=C(NC(=S)Nc1cccc(NC(=O)c2ccc(Cl)cc2Cl)c1)c1cccs1
[5] CC(=O)Oc1ccc(C(=O)Nc2ccccc2C(=O)N2CCCC2)cc1
[6] CCOC(=O)Cc1csc(SCC(=O)c2c(N)n(CC(C)C)c(=O)n(C)c2=O)n1

Compound	1	2	3	4	5	6
Mtb UGM inh	2.3	2.0	2.2	-1.1	0.4	4.0
CCHF vOTU inh	12	-11	-5	4	5	-3
MazF activator	9	-4	6	-3	0	-8
BoNT-F LC inh	-6	-5	0	-5	-3	1
Mtb FBA inh	1	30*	4	-3	5	-2
VHR inh abs	-2	-14	·	-10	21	14
FadD28 binding	-0.6	0.6	-1.1	-3.2	-2.3	-1.8
BioA inh	-1.1	·	-2.8	5.1	4.3	-0.1
GDH-TPI counter	6	22	4	9	-8	13
Rv3671c inh	3	8	-3	-7	4	-11

[7] O=C(NC1CC(=O)N(c2ccc(F)cc2)C1)N1CCN(C(=O)c2ccco2)CC1 (centres undefined)
[8] CCCc1cc(C(=O)N2CCN(c3ccccc3C)CC2)cs1
[9] Clc1ncnc2scc(C3COc4ccccc4O3)c12 (centres undefined)
[10] O=C1NC[C@@H](Cc2cccc3ccccc23)N(CC2CCCCC2)C1=O
[11] CC(=O)c1c(C)[nH]c(C(=O)OCCOc2ccccc2)c1C
[12] Cc1ccc2nc(NC(=O)c3ccc4c(c3)OCO4)sc2c1

Compound	7	8	9	10	11	12
Mtb UGM inh	-1.4	2.0	-0.6	-1.6	2.4	2.4
CCHF vOTU inh	-7	9	-1	-2	-9	-1
MazF activator	-4	3	1	0	10	-22
BoNT-F LC inh	·	-4	-5	-8	-9	13
Mtb FBA inh	0	2	3	-1	0	6
VHR inh abs	·	7	0	-1	5	26
FadD28 binding	0.3	-1.5	-45	-5.7	0.5	-1.0
BioA inh	-0.5	-0.3	-0.4	4.6	·	-1.3
GDH-TPI counter	2	-14	-4	5	-2	19
Rv3671c inh	-2	8	-12	2	-7	-17

[13] CC(C)(C)c1ccc(C(=O)NCC(=O)OCC(=O)Nc2nc(-c3ccc(F)cc3)cs2)cc1
[14] Cc1cccc(C(=O)Nc2ccc(Oc3cnccn3)cc2)c1
[15] COc1ccc(F)cc1S(=O)(=O)N1CCC(C(N)=O)CC1
[16] COc1ccc(Nc2nc(Nc3ccc(OC)cc3)nc(-n3[nH]c(=O)c(C)c3C)n2)cc1
[17] CCCCN(C)C(=O)c1ccc(Nc2nc(C(N)Cc3ccc(C(F)(F)F)cc3)cs2)nc1 (centres undefined)
[18] CSc1ccccc1NS(=O)(=O)c1cccc2nonc12

Compound	13	14	15	16	17	18
Mtb UGM inh	0.9	-1.9	-1.0	-0.5	·	-1.3
CCHF vOTU inh	3	-15	-2	-9	32*	2
MazF activator	-13	4	0	-14	·	4
BoNT-F LC inh	-2	-3	?	-6	-20	0
Mtb FBA inh	-2	-2	1	-1	-2	1
VHR inh abs	22	·	11	27	·	2
FadD28 binding	-0.4	·	-4.7	-4.2	-21	-2.0
BioA inh	·	1.8	3.3	-1.3	-1.8	-0.4
GDH-TPI counter	5	-6	0	5	8	9
Rv3671c inh	-115	-2	0	3	·	-2

[19] COc1ccc(NC(=O)CCCn2c(=O)oc3ccccc32)cc1Cl
[20] COCCNS(=O)(=O)c1cc(C)c(C)cc1C
[21] O=C(NCCCO)c1cc([N+](=O)[O-])cc2c1C=Cc1ccccc1O2
[22] S=C1NCN(Cc2cccnc2)CN1Cc1ccccc1
[23] CC(=O)Nc1ccc(Nc2nc(-c3sc(NC(C)=O)nc3C)cs2)cc1
[24] CCCCCCOC(=O)CC1CC(C(C)=O)C1(C)C (centres undefined)

Compound	19	20	21	22	23	24
Mtb UGM inh	-6.1	-2.9	0.5	1.1	-1.5	·
CCHF vOTU inh	-12	2	-4	-2	-8	-16
MazF activator	2	-4	1	4	10	-2
BoNT-F LC inh	-2	4	0	-8	·	-9
Mtb FBA inh	-4	7	1	-2	0	·
VHR inh abs	2	-2	-13	9	11	·
FadD28 binding	-2.2	-0.1	0.1	-0.9	1.6	-0.4
BioA inh	·	·	-0.7	·	0.1	-0.2
GDH-TPI counter	0	6	11	6	21	·
Rv3671c inh	-8	3	-3	3	-7	·

[25] CCOc1ccc(S(=O)(=O)NCCC(=O)N2CC=C(c3ccccc3)CC2)cc1
[26] OC(Cc1cccc(Br)c1)c1ncc(-c2ccccc2C(F)(F)F)[nH]1 (centres undefined)
[27] O=C(CN(c1ccc(F)cc1)S(=O)(=O)c1ccccc1)Nc1ccccc1C(=O)O
[28] CCN=C1SC(CC(=O)NC2CCCCC2)C(=O)N1CC (centres undefined)
[29] CNC(=O)COC(=O)/C=C/c1cn(-c2ccccc2)nc1-c1ccc2c(c1)OCCO2
[30] COc1ccc(NC(=O)CC(c2ccc(F)cc2)c2ccc(OC)cc2)cc1 (centres undefined)

Compound	25	26	27	28	29	30
Mtb UGM inh	0.1	·	-0.7	-0.3	-0.4	-0.8
CCHF vOTU inh	-8	22	-1	2	-6	3
MazF activator	-3	·	16	1	11	-1
BoNT-F LC inh	-6	-2	-4	-3	4	-3
Mtb FBA inh	3	1	5	-3	1	0
VHR inh abs	·	·	-7	-12	-9	34
FadD28 binding	-2.9	-4.1	-3.6	-1.3	-1.2	-2.4
BioA inh	1.1	1.4	·	0.5	·	·
GDH-TPI counter	5	-5	1	0	-1	1
Rv3671c inh	1	·	-7	-2	-10	-8

[31] Cc1cc2cc(CN3C(=O)c4ccccc4C3=O)ccc2n1C
[32] Cc1cc(/C=C2/NC(=O)NC2=O)c(C)n1-c1sc2c(c1C#N)CCCC2
[33] C=CCc1cc(OC)ccc1OCCON1C(=O)CCC1=O
[34] COCCN(CC(=O)Nc1cccc(C)c1C)C(=O)c1cc2ccccc2cc1OC
[35] CC1CC(C)CN(C(=O)COC(=O)COc2ccc(C#N)cc2)C1 (centres undefined)
[36] O=C(CN(Cc1ccccc1)C(=O)c1csnn1)NCCc1ccccc1

Compound	31	32	33	34	35	36
Mtb UGM inh	3.6	1.9	-2.2	·	1.8	-1.7
CCHF vOTU inh	-2	1	2	4	1	9
MazF activator	4	7	-1	0	6	4
BoNT-F LC inh	-57	-8	4	14	6	8
Mtb FBA inh	-4	1	1	5	-2	2
VHR inh abs	0	-19	3	·	·	34
FadD28 binding	-2.2	0.5	-3.6	-3.3	-3.5	-3.3
BioA inh	·	0.5	-0.4	-1.6	-2.1	1.6
GDH-TPI counter	-1	19	-2	18	-9	2
Rv3671c inh	-2	5	3	-1	-2	-7

[37] CC1CC(C)CN(CC(=O)Nc2cc(S(=O)(=O)N3CCOCC3)ccc2N2CCCC2)C1 (centres undefined)
[38] CCN(CCCNC(=O)C1CCN(S(=O)(=O)c2cnc[nH]2)CC1)c1cccc(C)c1
[39] O=C(NCc1ccc(Cl)c(Cl)c1)C1CCCC1
[40] O=C(NC1CCN(Cc2ccccc2)CC1)c1cccc(OC(F)F)c1
[41] O=c1c2[nH]c3ccc(F)cc3c2nc2n1CCS2
[42] Cc1nn(-c2ccccc2)nc1C(=O)Oc1cc(C(F)(F)F)nn1-c1ccccc1

Compound	37	38	39	40	41	42
Mtb UGM inh	0.2	-0.3	-0.3	0.3	2.8	3.8
CCHF vOTU inh	15	3	-11	7	-9	2
MazF activator	5	-13	4	1	6	0
BoNT-F LC inh	1	3	-8	-13	-1	4
Mtb FBA inh	0	2	-3	0	13	8
VHR inh abs	·	8	·	·	-6	27
FadD28 binding	-3.4	0.4	-0.8	0.2	-2.2	3.0
BioA inh	-0.1	-0.1	-0.3	0.2	·	·
GDH-TPI counter	-5	-5	-3	0	6	-2
Rv3671c inh	-11	-5	5	8	-16	12

[43] Cc1cccc(CCNC(=O)c2cc(S(=O)(=O)N3CCOCC3)cn2C)c1
[44] Cc1cc(C)c(S(=O)(=O)c2ccccc2)c(OC(=O)c2c(F)cccc2F)n1
[45] O=C(/C(=C(\O)c1ccccc1)c1nc2ccccc2[nH]1)c1ccccc1
[46] Cc1ccc(OCC(=O)N2CCN(C3=NS(=O)(=O)c4ccccc43)CC2)cc1
[47] CC(C)(C)[C@H]1COC(=O)[C@@H](NC(=O)OCC2c3ccccc3-c3ccccc32)C/C=C\C[C@@H](CC(=O)N[C@@H](CO)Cc2ccccc2)C(=O)N1
[48] CCCNS(=O)(=O)c1ccc(OCC(=O)NCCC2=CCCCC2)cc1

Compound	43	44	45	46	47	48
Mtb UGM inh	1.9	-2.5	-2.1	-0.7	3.5	-0.6
CCHF vOTU inh	4	6	2	-15	4	-2
MazF activator	-1	5	10	9	-1	-7
BoNT-F LC inh	3	-7	-3	-3	-6	-6
Mtb FBA inh	0	-3	2	-3	-1	1
VHR inh abs	-18	21	-8	24	·	0
FadD28 binding	-1.3	-2.5	-0.4	-3.6	-3.3	-1.5
BioA inh	-0.5	·	-3.0	3.3	-1.9	-1.8
GDH-TPI counter	-4	6	40*	-3	1	5
Rv3671c inh	-3	0	4	4	-5	4

[49] O=C(COC(=O)c1cccs1)Nc1ccccc1[N+](=O)[O-]
[50] O=C(Nc1cccc(O)c1)C1CC(c2cccc(Br)c2)=NO1 (centres undefined)
[51] CCc1cc(C(=O)NNC(=O)CCl)sc1C
[52] CCn1cc(/C=N\NC(=O)C2(C)CC2(Cl)Cl)c(C)n1 (centres undefined)
[53] CCCOC(=O)CSc1nc(N2CCOCC2)c2c(c1C#N)CC(C)(C)OC2
[54] O=C(CSCc1ccccc1)N1CCc2ccccc21
[55] Nc1nc(Nc2cccc(F)c2)nc(NCc2ccco2)c1[N+](=O)[O-]

Compound	49	50	51	52	53	54	55
Mtb UGM inh	-2.1	-2.2	0.8	0.4	-2.7	-0.5	1.9
CCHF vOTU inh	4	5	14	-24	-4	6	10
MazF activator	8	1	6	-3	1	-21	66*
BoNT-F LC inh	-2	4	3	-2	-6	-1	·
Mtb FBA inh	-3	1	-1	0	2	0	-1
VHR inh abs	2	65	22	5	-2	19	12
FadD28 binding	-2.2	-0.8	-3.6	-3.1	-1.2	1.1	-4.6
BioA inh	-2.0	2.7	0.2	-1.0	-0.2	0.6	2.1
GDH-TPI counter	1	-1	-8	-3	9	1	14
Rv3671c inh	1	-13	-1	-1	-1	2	-35

Molecules listed so far with a Cl atom (six):
[4] O=C(NC(=S)Nc1cccc(NC(=O)c2ccc(Cl)cc2Cl)c1)c1cccs1
[9] Clc1ncnc2scc(C3COc4ccccc4O3)c12 (centres undefined)
[19] COc1ccc(NC(=O)CCCn2c(=O)oc3ccccc32)cc1Cl
[39] O=C(NCc1ccc(Cl)c(Cl)c1)C1CCCC1
[51] CCc1cc(C(=O)NNC(=O)CCl)sc1C
[52] CCn1cc(/C=N\NC(=O)C2(C)CC2(Cl)Cl)c(C)n1 (centres undefined)

Compound	4	9	19	39	51	52
Mtb UGM inh	-1.1	-0.6	-6.1	-0.3	0.8	0.4
CCHF vOTU inh	4	-1	-12	-11	14	-24
MazF activator	-3	1	2	4	6	-3
BoNT-F LC inh	-5	-5	-2	-8	3	-2
Mtb FBA inh	-3	3	-4	-3	-1	0
VHR inh abs	-10	0	2	·	22	5
FadD28 binding	-3.2	-45	-2.2	-0.8	-3.6	-3.1
BioA inh	5.1	-0.4	·	-0.3	0.2	-1.0
GDH-TPI counter	9	-4	0	-3	-8	-3
Rv3671c inh	-7	-12	-8	5	-1	-1
